Compound activity deposited in PubChem by several laboratories.
HDAC3 inhib = HDAC3 deacetylase inhibitors, primary screen, biochemical, fluorescence, cell-free homogeneous. Histone deacetylase 3 (Homo sapiens), O15379. recombinant HDAC3, fluorogenic peptide/trypsin coupled. inhibition, % at 8.3 µM. 0.15% of 320,000 active; in the data active = inhibition above about 26%, passing the limit was not always enough; inconclusive = no clear call, values can overlap the other calls
Target sequence (O15379 whole entry, looked up): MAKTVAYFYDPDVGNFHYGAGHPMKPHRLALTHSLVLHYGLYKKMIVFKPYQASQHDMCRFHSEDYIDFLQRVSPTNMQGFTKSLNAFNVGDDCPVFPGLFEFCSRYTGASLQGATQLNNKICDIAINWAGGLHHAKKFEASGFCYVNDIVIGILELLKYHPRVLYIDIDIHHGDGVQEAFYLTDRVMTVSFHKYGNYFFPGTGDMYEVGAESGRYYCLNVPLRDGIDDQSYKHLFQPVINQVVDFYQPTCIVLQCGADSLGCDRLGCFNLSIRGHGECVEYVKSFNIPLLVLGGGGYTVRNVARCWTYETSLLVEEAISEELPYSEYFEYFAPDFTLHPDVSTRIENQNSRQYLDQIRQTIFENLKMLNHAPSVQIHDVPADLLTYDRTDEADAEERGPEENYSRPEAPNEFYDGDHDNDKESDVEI
KCNQ1 act = potentiators or activators of KCNQ1 channel, primary screen, cell-based, thallium flux, high-throughput | Potassium voltage-gated channel subfamily KQT member 1 (Homo sapiens), P51787 | CHO-K1 KCNQ1, thallium flux FluxOR fluorescence; active compounds read high | B-score at 10 µM | 0.35% of 310,000 active | AID 2648, 2010;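 active = fluorescence ratio B-score, a plate-corrected score, at least three library SD, with initial intensity B-score within 5 SD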
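Assay system: CHO-K1 cells stably expressing KCNQ1; Medium: assay buffer with matched DMSO; Also added: K+/Tl+ depolarizing stimulus; Dosing: single dose; Timing: dye 90 min, compound 20 min, room temperature; Measured by: kinetic FluxOR thallium fluorescence, 10-s 1-Hz baseline, 110-s post-stimulus read; Read-out: peak-minus-minimum fluorescence over initial fluorescence, negative-control normalized, B-scored.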
KCNQ1 block = inhibitors of human KCNQ1 channel, primary screen, cell-based, thallium flux, high-throughput; Potassium voltage-gated channel subfamily KQT member 1 (Homo sapiens), P51787; CHO-K1 KCNQ1, FluxOR thallium flux fluorescence; active compounds read high; B-score at 10 µM; 1.3% of 310,000 active; AID 2642, 2010;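 active = compounds whose thallium flux B-score, printed positive for inhibition, exceeds three library SD while starting fluorescence stays within three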;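 also: channel opened by potassium depolarization with thallium stimulus after 20 min compound exposure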
GSK3 alpha inh = blockers of GSK3A enzyme activity – biochemical, luminescence, cell-free homogeneous, HTS, primary screen; GSK-3 alpha kinase, ADP-Glo luminescence, 60 min; Glycogen synthase kinase-3 alpha (Homo sapiens), P49840; AID 2650, 2010; 0.1% of 320,000 active; inhibition, % at 10 µM;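 in the data active = inhibition above about 50%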;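 also: GST-tagged GSK-3 alpha with peptide substrate and 25 µM ATP; 0% = DMSO neutral wells and 100% = GW8510 positive control wells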
GSK3beta inhib = human GSK3beta kinase inhibitors, primary screen, biochemical, cell-free homogeneous, HTS; GST-GSK3beta kinase, ADP-Glo luminescence, 60 min; active compounds read low; activity score (negative = inhibition), % at 10 µM; Glycogen synthase kinase-3 beta (Homo sapiens), P49841; 0.038% of 300,000 active;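 active = more than half of replicate wells score below -50%, meaning over 50% inhibition versus plate controls; inconclusive = some replicates but at most half score below -50%; inactive = no replicate scores below -50%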;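 also: 0% = median DMSO wells and -100% = median GW8510 positive control wells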
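Test system: GST-fused GSK3beta enzyme, cell-free | Quantity: 1.6 ng GST-GSK3beta enzyme per well | Reagent: 25 µM ATP with peptide substrate | Schedule: 60 min enzyme reaction, room temperature | Signal: Luminescent ADP-Glo measurement of ADP formed | Read-out basis: Score relative to plate controls | Control set: DMSO and 20 µM GW8510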
KCNK3 block = human KCNK3 channel inhibitors, primary screen, CHO cells, FluxOR thallium flux, B-score | B-score at 10 µM | 0.84% of 340,000 active | FluxOR fluorescence; active compounds read low | AID 602410, 2012;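 active = B-score under library mean minus 4 SD, starting fluorescence ratio at most library mean plus 5 SD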;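 also: more negative B-score means stronger inhibition of thallium flux through KCNK3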
hERG rescue = hERG rescue from dofetilide block, primary screen, cell-based, CHO-hERG, FluxOR thallium flux, dofetilide IC70; dofetilide IC70 present; Voltage-gated inwardly rectifying potassium channel KCNH2 (Homo sapiens), Q12809; activation (rescue from dofetilide block), less the hit threshold, % at 10 µM; 0.51% of 310,000 active;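 active = activation above the mean of controls blocked by dofetilide plus 5 SD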;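 also: thallium influx through hERG after potassium depolarization seen as dye fluorescence rise; in these data hits start at about 4.7%; inactives centre near -7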
KCNK9 inh = KCNK9 potassium channel inhibitors, primary screen, HEK293 cells, thallium flux | FluxOR thallium flux fluorescence; active compounds read low | 1.2% of 310,000 active | Potassium channel subfamily K member 9 (Homo sapiens), Q9NPC2 | B-score at 10 µM | AID 488922, 2010;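 active = ratio B-score over 3 SD below the library mean, with starting fluorescence within 5 SD of its mean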;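 also: negative B-score means less thallium flux so channel inhibition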
Target sequence (Q9NPC2 whole entry, looked up): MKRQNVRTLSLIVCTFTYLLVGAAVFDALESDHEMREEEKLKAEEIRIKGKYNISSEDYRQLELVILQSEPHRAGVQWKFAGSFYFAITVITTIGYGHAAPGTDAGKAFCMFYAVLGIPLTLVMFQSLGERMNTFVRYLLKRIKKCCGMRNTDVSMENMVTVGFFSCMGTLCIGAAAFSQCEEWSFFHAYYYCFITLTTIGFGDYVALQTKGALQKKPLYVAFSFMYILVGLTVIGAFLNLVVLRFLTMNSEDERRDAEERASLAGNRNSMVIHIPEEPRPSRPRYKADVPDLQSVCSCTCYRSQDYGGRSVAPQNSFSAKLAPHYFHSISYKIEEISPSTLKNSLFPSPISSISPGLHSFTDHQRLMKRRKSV
DYRK1A inh = rat Dyrk1A kinase inhibitors, primary screen, biochemical, single point, plate reader. Dual specificity tyrosine-phosphorylation-regulated kinase 1A (Rattus norvegicus), Q63470. ADP-Glo luminescence, NFATc1 peptide. inhibition, % at 12.5 µM. 0.43% of 310,000 active. AID 504441, 2011; in the data active = inhibition above about 50%;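 also: plate controls were vehicle with enzyme for no effect and no enzyme for full effect; many of its hits are not listed in these tables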
RGS4 act = RGS4 potentiators or activators, primary screen, cell-based, HEK293 M3R inducible RGS4, calcium flux; B-score at 10 µM; 0.92% of 310,000 active; carbachol calcium flux Fluo4; active compounds read low;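 active = B-score of the integrated calcium signal more than 4 SD below the library mean, with starting fluorescence not abnormally high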;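 also: negative B-score means reduced calcium response which marks RGS4 activation or potentiation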
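System: HEK293 FlpIn-TREx cells, stable M3R, doxycycline-inducible RGS4. Timing: overnight RGS4 induction, 30 min dye load 37 °C, 20 min compound RT. Also added: carbachol, ECmax concentration. Measured by: Fluo4 fluorescence kinetic imaging of calcium. Evaluation: integrated calcium ratio converted to B score.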
PolyA inh = polyadenylation inhibitors in yeast reporter cells, primary screen, luminescence, S. cerevisiae | S. cerevisiae SKY197-pL101 polyadenylation reporter, beta-gal luminescence; efflux-impaired pdr1/pdr3 knockout yeast; score 100 = 6 SD above DMSO | calls only at 12 µM | 0.02% of 300,000 active | AID 1875, 2009;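 active = lowest replicate activity score at least 50, where 100 means six control SD above control mean; inconclusive = lowest score under 50 but half or more replicates reach 50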;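 also: yeast exposed to compound for 9 h at 30 °C; higher score means more reporter readthrough which indicates perturbed polyadenylation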
* = called active by the depositor. A portion of the library (hit frequency here may not be typical).

How did COc1ccc(Cl)cc1NC(=O)Nc1cc(C)on1 do in these assays?
HDAC3 inhib: 1; KCNQ1 act: inactive; KCNQ1 block: inactive; GSK3 alpha inh: 2; GSK3beta inhib: 2; KCNK3 block: inactive; hERG rescue: -8; KCNK9 inh: inactive; DYRK1A inh: -8; RGS4 act: inactive; PolyA inh: inactive

Results for CCOC(=O)c1c(C)[nH]c(C(=O)OCC(=O)c2ccc(OC)cc2OC)c1C ?
HDAC3 inhib: -3; KCNQ1 act: inactive; KCNQ1 block: inactive; GSK3 alpha inh: -1; KCNK3 block: inactive; hERG rescue: -3; KCNK9 inh: inactive; DYRK1A inh: 12; RGS4 act: inactive; PolyA inh: inactive

What do the screens show for `Cc1cc2c(o1)CC(C)(C)CC2=O`?
HDAC3 inhib: -5; KCNQ1 act: inactive; KCNQ1 block: inactive; GSK3 alpha inh: -2; GSK3beta inhib: 1; KCNK3 block: inactive; hERG rescue: -4; KCNK9 inh: inactive; DYRK1A inh: -6; RGS4 act: inactive; PolyA inh: inactive

Results for CC(C)[C@H](NC(=O)c1ccccc1)C(=O)OCC(=O)c1ccc(S(=O)(=O)N2CCCCC2)cc1 ?
HDAC3 inhib: 12; KCNQ1 act: inactive; KCNQ1 block: inactive; GSK3 alpha inh: -1; GSK3beta inhib: -1; KCNK3 block: inactive; hERG rescue: -6; KCNK9 inh: inactive; DYRK1A inh: 1; RGS4 act: inactive; PolyA inh: inactive

Results for Cc1cc(-c2cc(C(=O)NCc3ccccc3)on2)nc(S(C)(=O)=O)n1 ?
HDAC3 inhib: 6; KCNQ1 act: inactive; KCNQ1 block: inactive; GSK3 alpha inh: 0; GSK3beta inhib: -1; KCNK3 block: inactive; hERG rescue: -13; KCNK9 inh: inactive; DYRK1A inh: -11; RGS4 act: inactive; PolyA inh: inactive

What do the screens show for `Oc1cc(Cc2ccccc2)cnc1CN1CCOCC1`?
HDAC3 inhib: 4; KCNQ1 act: inactive; KCNQ1 block: inactive; GSK3 alpha inh: -3; GSK3beta inhib: 1; KCNK3 block: inactive; hERG rescue: -5; KCNK9 inh: inactive; DYRK1A inh: 0; RGS4 act: inactive; PolyA inh: inactive

What do the screens show for `NC(=O)C1CCN(c2ccc3c(c2)S(=O)(=O)c2ccccc2C3=O)CC1`?
HDAC3 inhib: 7; KCNQ1 act: inactive; KCNQ1 block: inactive; GSK3 alpha inh: -2; GSK3beta inhib: 1; KCNK3 block: inactive; hERG rescue: -6; KCNK9 inh: inactive; DYRK1A inh: -3; RGS4 act: inactive; PolyA inh: inactive

Results for Nc1c(C(=O)NCc2cccnc2)sc(=S)n1-c1ccccc1 ?
HDAC3 inhib: 2; KCNQ1 act: inactive; KCNQ1 block: inactive; GSK3 alpha inh: 0; GSK3beta inhib: -1; KCNK3 block: inactive; hERG rescue: -11; KCNK9 inh: inactive; DYRK1A inh: 0; RGS4 act: inactive; PolyA inh: inactive

How did CCCOC(=O)c1ccc(NC(=O)c2ccc(Br)o2)cc1 do in these assays?
HDAC3 inhib: 4; KCNQ1 act: inactive; KCNQ1 block: inactive; GSK3 alpha inh: -1; GSK3beta inhib: 0; KCNK3 block: inactive; hERG rescue: -5; KCNK9 inh: inactive; DYRK1A inh: 1; RGS4 act: inactive; PolyA inh: inactive

What do the screens show for `N#Cc1ccc(C(=O)Nc2cc(C3CC3)nn2-c2ccccc2)cc1`?
HDAC3 inhib: -3; GSK3 alpha inh: -2; GSK3beta inhib: -2; KCNK3 block: inactive; DYRK1A inh: -11; PolyA inh: inactive

What do the screens show for `CCOC(=O)CC1C(=O)NCCN1C(=O)c1ccc(C)cc1` (centres undefined)?
HDAC3 inhib: 7; KCNQ1 act: inactive; KCNQ1 block: inactive; GSK3 alpha inh: -1; GSK3beta inhib: 1; KCNK3 block: inactive; hERG rescue: -5; KCNK9 inh: inactive; DYRK1A inh: -2; RGS4 act: inactive; PolyA inh: inactive

What do the screens show for `O=C(NCc1ccc(F)cc1)c1cc(C(=O)C2CC2)c[nH]1`?
HDAC3 inhib: inconclusive; KCNQ1 act: inactive; KCNQ1 block: inactive; GSK3 alpha inh: -1; GSK3beta inhib: 1; KCNK3 block: inactive; hERG rescue: -11; KCNK9 inh: inactive; RGS4 act: inactive; PolyA inh: inactive

How did Cn1c(=O)c2c(nc(/C=C/c3cccc(Cl)c3)n2C)n(C)c1=O do in these assays?
HDAC3 inhib: -21; KCNQ1 act: inactive; KCNQ1 block: inactive; GSK3 alpha inh: -2; GSK3beta inhib: 2; hERG rescue: -7; KCNK9 inh: inactive; RGS4 act: inactive; PolyA inh: inactive

Results for O=C(COc1nc2ccccc2nc1N1CCOCC1)NC1CCCCC1 ?
HDAC3 inhib: -1; KCNQ1 act: inactive; KCNQ1 block: inactive; GSK3 alpha inh: -5; GSK3beta inhib: -4; KCNK3 block: inactive; hERG rescue: 4; KCNK9 inh: inactive; DYRK1A inh: -7; RGS4 act: inactive; PolyA inh: inactive

How did CC(C)[C@H](NC(=O)c1ccc(Cl)c([N+](=O)[O-])c1)C(=O)NCc1ccc(F)cc1 do in these assays?
HDAC3 inhib: -12; KCNQ1 act: inactive; KCNQ1 block: inactive; GSK3 alpha inh: -4; GSK3beta inhib: 1; KCNK3 block: inactive; hERG rescue: -11; KCNK9 inh: inactive; DYRK1A inh: -1; RGS4 act: inactive

Results for O=C(CSc1ccc(Br)cc1)NCC(c1ccco1)N1CCCCC1 (centres undefined) ?
HDAC3 inhib: -2; KCNQ1 act: inactive; KCNQ1 block: inactive; GSK3 alpha inh: 1; GSK3beta inhib: -6; KCNK3 block: inactive; hERG rescue: -11; KCNK9 inh: inactive; DYRK1A inh: 15; RGS4 act: inactive; PolyA inh: inactive

Results for COC(=O)Nc1ccc(S(=O)(=O)Nc2cc(OC)nc(OC)n2)cc1 ?
HDAC3 inhib: -1; KCNQ1 act: inactive; KCNQ1 block: inactive; GSK3 alpha inh: -3; GSK3beta inhib: 2; KCNK3 block: inactive; hERG rescue: -1; KCNK9 inh: inactive; DYRK1A inh: 0; RGS4 act: inactive; PolyA inh: inactive

What do the screens show for `C/C(=N/NC(=O)CNC(=O)c1cccnc1)c1ccc(Cl)cc1`?
HDAC3 inhib: 5; KCNQ1 act: inactive; KCNQ1 block: inactive; GSK3 alpha inh: -1; GSK3beta inhib: -2; KCNK3 block: inactive; hERG rescue: -6; KCNK9 inh: inactive; DYRK1A inh: -6; RGS4 act: inactive; PolyA inh: inactive

Results for S=C(NCCCN1CCOCC1)N1CCN(c2cccc(Cl)c2)CC1 ?
HDAC3 inhib: 2; KCNQ1 act: inactive; KCNQ1 block: inactive; GSK3 alpha inh: 3; GSK3beta inhib: -1; KCNK3 block: inactive; hERG rescue: -4; KCNK9 inh: inactive; DYRK1A inh: -4; RGS4 act: inactive; PolyA inh: inactive

Results for O=C(NCC1COCCO1)C1CCN(S(=O)(=O)c2ccccc2)CC1 (centres undefined) ?
HDAC3 inhib: 0; KCNQ1 act: inactive; KCNQ1 block: inactive; GSK3 alpha inh: 3; GSK3beta inhib: -1; KCNK3 block: inactive; hERG rescue: -8; KCNK9 inh: inactive; DYRK1A inh: -9; RGS4 act: inactive; PolyA inh: inactive

Results for CCOC(=O)c1ccc(NC(=O)NS(=O)(=O)c2ccc(C)cc2)cc1 ?
HDAC3 inhib: 13; KCNQ1 act: inactive; KCNQ1 block: inactive; GSK3 alpha inh: 0; GSK3beta inhib: 2; KCNK3 block: inactive; hERG rescue: -1; KCNK9 inh: inactive; DYRK1A inh: -3; RGS4 act: inactive; PolyA inh: inactive

Results for COC(=O)c1ccc(CSc2nc3ccccc3c(=O)n2C)o1 ?
HDAC3 inhib: 5; KCNQ1 act: inactive; KCNQ1 block: inactive; GSK3 alpha inh: -1; GSK3beta inhib: -1; KCNK3 block: inactive; hERG rescue: 1; KCNK9 inh: inactive; DYRK1A inh: 7; RGS4 act: inactive; PolyA inh: inactive

Results for CCC1Oc2ccccc2N(CC(=O)NCCCN2CCN(c3ccc(OC)cc3)CC2)C1=O (centres undefined) ?
HDAC3 inhib: -3; KCNQ1 act: inactive; KCNQ1 block: inactive; GSK3 alpha inh: -2; GSK3beta inhib: 8; KCNK3 block: inactive; hERG rescue: -1; KCNK9 inh: inactive; DYRK1A inh: -1; RGS4 act: inactive; PolyA inh: inactive

How did Cc1nc2cc(NC(=O)NCc3ccc4c(c3)OCO4)ccc2o1 do in these assays?
HDAC3 inhib: -3; KCNQ1 act: inactive; KCNQ1 block: inactive; GSK3 alpha inh: -2; GSK3beta inhib: 0; KCNK3 block: inactive; hERG rescue: -5; KCNK9 inh: inactive; DYRK1A inh: -6; RGS4 act: inactive; PolyA inh: inactive

How did O=C(CCNC(=O)c1ccccc1Cl)Nc1ccncc1 do in these assays?
HDAC3 inhib: -2; KCNQ1 act: inactive; KCNQ1 block: inactive; GSK3 alpha inh: 2; GSK3beta inhib: 2; KCNK3 block: inactive; hERG rescue: -11; KCNK9 inh: inactive; DYRK1A inh: -3; RGS4 act: inactive; PolyA inh: inactive
